Compound activity: PubChem, several laboratories
MEX-5 binding = C. elegans MEX-5 TCR-2 RNA binding activity; Q9XUB2; MEX-5/FITC-TCR2 RNA binding, fluorescence polarization; stronger effect = lower value; 300,000 tested, 0.38% active; AID 1832; activity score (negative = inhibition of binding), % at 10 µM;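 active means inhibition past about -25% in most replicates, and total fluorescence under double the plate's negative control median, limit read from the data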;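 further: 0% = DMSO and -100% = 5 µM competing unlabeled TCR2 RNA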
MCL1-BIM inh = inhibitors of human MCL1 binding to BIM-BH3 peptide | GST-MCL1 / FITC-Bim-BH3 fluorescence polarization | AID 2057 | 320,000 tested, 0.68% active | inhibition, % at 10.9 µM | Q07820;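 active means inhibition above the mean inhibition of all tested compounds plus 3 SD, set per campaign, cut at about 40% in these data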;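 further: 0% = DMSO wells and 100% = unlabeled Bim-BH3 peptide control; higher means more loss of mP so more displacement of Bim peptide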
PME-1 primary = blocks human protein phosphatase methylesterase 1 | Q9Y570 | 320,000 tested, 0.53% active | recombinant PME-1, FP-Rh probe fluorescence polarization | inhibition, % at 5.9 µM;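 active means inhibition above the campaign mean of all compounds plus 3 SD, cut at about 26% in these data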;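 further: competitive labeling of PME-1 active site by serine hydrolase directed probe; 0% = PME-1 with DMSO and 100% = wells lacking PME-1 enzyme; inhibitors block probe labeling so polarization falls and inhibition rises; many of its hits are not listed in these tables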
Target sequence (Q9Y570 whole entry, looked up): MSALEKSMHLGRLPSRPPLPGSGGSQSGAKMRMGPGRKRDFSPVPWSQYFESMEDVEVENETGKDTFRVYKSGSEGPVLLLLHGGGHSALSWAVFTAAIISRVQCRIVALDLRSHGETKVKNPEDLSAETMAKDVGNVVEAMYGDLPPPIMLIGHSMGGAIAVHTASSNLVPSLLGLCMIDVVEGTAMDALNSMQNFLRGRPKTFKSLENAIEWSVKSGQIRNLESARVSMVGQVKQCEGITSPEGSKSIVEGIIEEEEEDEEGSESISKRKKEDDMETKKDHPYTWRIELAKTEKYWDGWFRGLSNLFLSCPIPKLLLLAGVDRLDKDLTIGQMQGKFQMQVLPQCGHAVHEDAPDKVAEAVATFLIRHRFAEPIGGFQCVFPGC
Efflux pump inh = inhibitors of Candida antifungal efflux pumps expressed in yeast; 330,000 tested, 0.44% active; AID 485275; S. cerevisiae Candida pump triplex, Nile Red efflux; inhibition, % at 10 µM;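 active means plate passing quality check with inhibition over a set limit, or well fluorescence over plate mean plus 4 SD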;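 further: Nile Red retained in pooled yeast measured as flow cytometry median fluorescence; 0% = buffer negative control and 100% = Enniatin B positive control; higher means more Nile Red kept so more efflux inhibition; some compounds called inactive have numbers as strong as hits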
Fam108B inh = blocks mouse Fam108B hydrolase in RBBP9 counter-screen. recombinant Fam108B, FP-Rh probe fluorescence polarization. inhibition, % at 9.51 µM. 300,000 tested, 0.33% active;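 active means inhibition above the screen mean inhibition plus 3 SD, computed separately per campaign, cut at about 18% in these data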;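 further: inhibitors lower polarization as less probe binds the enzyme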
GRK2 inh = blocks RNA aptamer binding to human GRK2 | P25098 | bead flow cytometry, FAM-aptamer displacement from GRK2 | inhibition of aptamer binding, % at 10 µM | 330,000 tested, 0.59% active | AID 488847;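 active means inhibition of aptamer binding above 40%, roughly 3 SD of noise, on plates passing a quality check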;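 further: median bead fluorescence of bound FAM aptamer so fluorescent compounds give negative values; no value below 0 was filed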
GLD-1 TGE inh = GLD-1-TGE RNA interaction inhibition (C. elegans); Q17339; purified GLD-1 + fluorescein TGE RNA, fluorescence polarization; inhibition, % at 5.96 µM; 320,000 tested, 0.44% active; AID 2280;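 active means percent inhibition above a per-plate cutoff, the plate mean of test compounds plus 3 SD, cut at about 30% in these data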;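 further: 0% = DMSO wells with GLD-1 and probe and 100% = wells lacking GLD-1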
Target sequence (Q17339 whole entry, looked up): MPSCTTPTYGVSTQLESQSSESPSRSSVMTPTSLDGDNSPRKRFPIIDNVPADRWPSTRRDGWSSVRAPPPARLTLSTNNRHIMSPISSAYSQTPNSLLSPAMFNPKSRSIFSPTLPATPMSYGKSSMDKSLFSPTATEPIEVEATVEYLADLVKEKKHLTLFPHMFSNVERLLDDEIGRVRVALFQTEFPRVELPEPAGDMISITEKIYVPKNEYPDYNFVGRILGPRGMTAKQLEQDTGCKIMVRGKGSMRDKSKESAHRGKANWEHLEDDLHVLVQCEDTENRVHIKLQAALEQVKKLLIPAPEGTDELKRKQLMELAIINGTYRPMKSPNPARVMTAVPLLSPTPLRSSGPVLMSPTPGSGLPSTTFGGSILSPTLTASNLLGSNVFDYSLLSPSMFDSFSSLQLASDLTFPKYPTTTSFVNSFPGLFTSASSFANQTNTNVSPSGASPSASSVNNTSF
VLA-4 inh = inhibition in a human VLA-4 binding assay | P13612 | VLA-4 expressing cells, ligand binding flow cytometry | inhibition, % (about 7 µM as worked out from the volumes in the protocol) | 330,000 tested, 0.2% active | AID 2557; in the data active means inhibition above about 50%
Bcl-xL primary = Bcl-xL (human) inhibition; Q07817; GST-Bcl-xL / FITC-Bim BH3 peptide fluorescence polarization; inhibition, % at 10.9 µM; 320,000 tested, 0.7% active;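 active means inhibition above the mean of all tested compounds plus 3 SD, cutoff set per campaign, cut at about 30% in these data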;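 further: 0% = DMSO wells and 100% = unlabeled Bim-BH3 peptide competitor; inhibitors lower millipolarization by displacing the labeled peptide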
Active calls of the source: *; · = no result given. This is a subset (hit frequency here may not be typical).

item	Compound	MEX-5 binding	MCL1-BIM inh	PME-1 primary	Efflux pump inh	Fam108B inh	GRK2 inh	GLD-1 TGE inh	VLA-4 inh	Bcl-xL primary
1	COc1cccc(C(=O)N(c2ccc(OC)cc2OC)C2C=CS(=O)(=O)C2)c1 (stereo not given)	0.1	54*	-2	0.1	1	1	28	-11	61*
2	COc1ccccc1CN(C)C(=O)c1ccc2c(c1)NC(=O)CS2	2.3	-2	4	-0.1	-1	0	0	-2	2
3	CO/N=C(/CN1CCCCC1)c1ccc(Cl)cc1	-1.9	13	-9	0.0	2	1	5	-4	5
4	Cc1ccc(N2CC(NC(=O)C(=O)c3c(C)[nH]c4ccccc34)CC2=O)cc1 (stereo not given)	-3.8	-6	-3	0.4	0	0	4	7	-4
5	COC(=O)c1ccccc1NC(=O)c1ccccc1NS(C)(=O)=O	-0.6	-1	-4	0.1	1	3	2	21	4
6	CC(NC(=O)OC(C)(C)C)C(=O)Oc1cc2oc(=O)cc(-c3ccccc3)c2cc1Cl (stereo not given)	4.3	4	1	0.0	4	0	5	4	6
7	CCCCC[C@H]1CN(C2CCCCC2)C(=O)[C@@H]1CC(=O)NCc1ccc(OC)cc1	1.6	-1	4	0.1	2	2	4	4	5
8	O=C(CCN1C(=O)/C(=C/c2cccs2)SC1=S)Nc1ccc(C(=O)O)cc1	-2.5	1	0	-0.2	1	0	-6	-8	5
9	COc1ccc(-c2cc(C3CCN(c4cc(Cl)nc(N)n4)CC3)[nH]n2)cc1	3.5	4	-8	0.0	0	0	5	-2	4
10	COc1ccccc1CCC(=O)NNC(=O)c1ccncc1	-1.7	-8	-6	0.1	0	10	0	7	-3
11	CC(C)(C)S(=O)(=O)Cc1nc(-c2ccc(Cl)c(Cl)c2)cs1	0.7	5	0	-0.3	0	0	5	-10	7
12	CC(Oc1ccccc1Cl)C(=O)N1CCCN(C)CC1 (stereo not given)	0.2	-5	0	-0.2	4	1	4	18	1

The list continues.
item	Compound	MEX-5 binding	MCL1-BIM inh	PME-1 primary	Efflux pump inh	Fam108B inh	GRK2 inh	GLD-1 TGE inh	VLA-4 inh	Bcl-xL primary
13	CCOc1ccc(NC(=O)C2CCN(S(=O)(=O)c3ccc4c(c3)NC(=O)C(C)S4)CC2)cc1 (stereo not given)	1.3	5	-5	0.1	-3	0	-2	3	4
14	Cc1ccc2nc(NC(=O)COC(=O)c3ccccn3)sc2c1	-0.5	4	-3	0.0	-4	0	3	14	2
15	O=C(OCC(=O)N1CCCCCC1)c1ccccc1Br	·	-4	5	-0.1	·	4	-2	-20	-2
16	CC1C(=O)CC(c2ccc([N+](=O)[O-])cc2)NC1c1ccc([N+](=O)[O-])cc1 (stereo not given)	2.4	-1	1	0.1	0	0	2	16	0
17	CCSc1ccccc1C(=O)NCc1ccc(S(N)(=O)=O)cc1	1.5	12	0	-0.1	5	1	3	12	-3
18	N#Cc1c(F)cccc1NCc1cccnc1	3.4	-4	-7	-0.3	-3	2	-1	-3	2
19	CC(=O)N(c1ccccc1)C(C)c1nc(C#N)c(C#N)nc1C (stereo not given)	1.8	2	-6	0.0	-4	0	-4	6	4
20	O=C(O)CCCC(=O)Nc1ccccc1C(=O)O	-3.0	-2	-4	-0.1	3	0	5	-9	-1
21	COc1ccc(C2=NCC(CSc3nnnn3C)S2)cc1 (stereo not given)	-1.4	1	1	0.0	3	0	1	0	5
22	C=CCn1c(SCC(=O)Nc2ccc3c(c2)OCCO3)nnc1-c1ccccn1	3.5	-1	0	-0.1	5	1	-12	39	-2
23	CCCCN1c2cc(C)c(O)cc2C(C(=O)OCC)C1C (stereo not given)	0.9	5	-5	0.0	1	2	1	25	5
24	O=C(N/N=C/c1ccc(OC(F)F)cc1)c1cccc(S(=O)(=O)N2CCOCC2)c1	-2.3	-3	0	-0.1	0	4	2	-336	-2

More results.
item	Compound	MEX-5 binding	MCL1-BIM inh	PME-1 primary	Efflux pump inh	Fam108B inh	GRK2 inh	GLD-1 TGE inh	VLA-4 inh	Bcl-xL primary
25	COc1ccccc1CN1CC(C(=O)NCCc2ccccc2Cl)CCC1=O (stereo not given)	-2.1	3	14	-0.1	-4	76*	8	13	4
26	Cc1cc(C(=O)Nc2ccccc2C(F)(F)F)no1	1.6	0	3	0.0	-1	0	7	17	-4
27	Cc1ccc(N2CC(=O)Nc3c(oc4nc(-c5ccccc5)cc(C)c34)C2=O)cc1	-1.9	5	-2	0.0	-1	4	-3	3	7
28	CCOC(=O)C1=C(C)Nc2nc(SCc3cccnc3)nn2C1c1ccc(OC)cc1 (stereo not given)	5.8	-1	2	0.0	-5	55*	4	-11	3
29	O=C(CSc1nnc(-c2ccccc2)o1)NCC1CCCCC1	-1.9	1	4	0.0	2	6	5	0	0
30	Cn1c(=O)c2c(SCC(=O)Nc3cccc(F)c3)nc(-c3ccco3)nc2n(C)c1=O	-0.7	-6	-9	-0.1	-1	0	7	-7	-4
31	COc1ccccc1NC(=O)C1CCCCN1S(=O)(=O)c1ccc(F)cc1 (stereo not given)	2.2	5	1	-0.1	0	0	3	11	0
32	COc1ccc(-c2c(C#N)c(N)n(N)c(=O)c2C#N)cc1Cl	1.8	8	-4	-0.2	11	1	-1	-9	6
33	COc1ccc(S(=O)(=O)c2ccc(O)cc2)cc1	-0.6	0	0	0.1	9	2	5	2	1
34	O=C(NCc1ccco1)C12CN(Cc3ccccc3)CC1C(c1cccc([N+](=O)[O-])c1)=NO2 (stereo not given)	2.8	-7	4	0.3	-2	1	2	-3	-3
35	COc1cccc(-n2cnc3sc(C)c(C)c3c2=O)c1	0.3	2	0	0.0	11	0	1	16	6
36	CC(=O)c1cc(C(c2csc(C(C)=O)c2)c2csc(C(C)=O)c2)cs1	0.5	2	7	0.0	1	0	6	-13	0

Additional compounds:
item	Compound	MEX-5 binding	MCL1-BIM inh	PME-1 primary	Efflux pump inh	Fam108B inh	GRK2 inh	GLD-1 TGE inh	VLA-4 inh	Bcl-xL primary
37	CCOc1cc(/C=C(\C(=O)O)c2ccc(S(=O)(=O)N3CCCC3)s2)ccc1OC	·	7	4	-0.1	·	1	9	0	8
38	O=C(CCc1nc(-c2ccccc2F)no1)Nc1ccc(Oc2ccccc2)cc1	0.9	-4	-32	-0.1	-23	1	12	-7	7
39	N#Cc1ccc(NC(=O)Cn2cnc(S(=O)(=O)N3CCc4ccccc43)c2)cc1	-2.5	2	5	-0.1	1	2	6	8	5
40	CC(CCc1ccccc1)NC(=O)CN1CCOc2ccccc21 (stereo not given)	1.2	7	5	0.0	2	2	4	23	4
41	CN(C)CCNc1ccc(Cl)cc1[N+](=O)[O-]	4.1	0	0	0.1	1	0	3	5	4
42	N=C1C(c2ccccc2)=C(O)CN1c1cccc(S(N)(=O)=O)c1	1.7	5	-5	-0.1	2	0	-5	8	7
43	CSCCCNC(=S)N1CCN(S(=O)(=O)c2cccc(C(F)(F)F)c2)CC1	0.4	5	12	0.1	-2	2	4	-9	0
44	COc1ccc(N2CCN(C(=O)COC(=O)CNC(=O)c3ccccc3)CC2)cc1	3.5	-4	2	0.1	-2	8	-4	-3	0
45	O=C(Nc1nnc(S(=O)(=O)N2CCOCC2)s1)c1ccc(Cl)cc1	1.4	3	-1	0.2	0	0	1	-4	-3
46	CCn1c(=O)n(CC)c2cc(N3CCCC3)c(NC(=O)c3ccccc3C)cc21	-1.0	7	6	-0.3	1	4	3	1	4
47	Cc1cc(C(=O)COC(=O)c2ccc[nH]c2=O)c(C)n1CCc1ccc(F)cc1	-1.2	2	-7	-0.1	3	0	-2	12	2
48	Cc1cc2nc(Cl)c(Cl)nc2cc1C	1.2	-6	1	-0.1	-1	1	2	8	0

Next part.
item	Compound	MEX-5 binding	MCL1-BIM inh	PME-1 primary	Efflux pump inh	Fam108B inh	GRK2 inh	GLD-1 TGE inh	VLA-4 inh	Bcl-xL primary
49	O=C1c2ccccc2C(=O)N1CC(=O)N1c2ccccc2Sc2ccccc21	2.4	2	-6	-0.1	-1	0	6	4	3
50	Cc1ccc(-n2c(SCC(=O)NCc3cccs3)nnc2-c2ccoc2C)cc1	3.5	-5	-1	-0.1	2	0	2	11	-5
51	CC1CC(C)CN(C(=O)c2cc(-c3ccccn3)nc3ccccc23)C1 (stereo not given)	1.4	-3	1	-0.2	-1	3	3	0	-3
52	CC(C)C[C@H](NC(=O)Nc1ccccc1F)C(=O)O	0.4	-1	-3	-0.2	-2	1	-1	-7	1
53	COc1ccc(N=Nc2ccc(N)nc2N)cc1	-0.4	0	6	-0.3	2	0	-5	-9	6
54	CCN1CCN(C(=O)CCCn2c(C)c3cnn(-c4ccccc4)c(=O)c3c2C)CC1	0.3	-5	-4	0.0	1	2	-5	0	-5
55	Cc1ccccc1C(=O)NC(=S)NCCC1=CCCCC1	-2.2	-1	-3	-0.1	2	0	8	-3	-1
56	Cc1oc(-c2ccccc2Cl)nc1CSc1nc2c(c(=O)[nH]1)CCC2	-1.6	2	1	0.1	-1	56*	-2	-8	2
57	COc1ccc(NC(=O)C2CCCN(S(=O)(=O)c3cccs3)C2)cc1OC (stereo not given)	-1.5	8	-1	0.2	2	1	3	11	1
58	O=C(CC(NC(=O)c1ccccc1)c1ccccc1)NCc1ccccc1 (stereo not given)	·	·	·	0.2	·	0	0	9	·
59	Cc1ccc(N2C(=O)C(CN3CCOCC3)C2c2ccccc2)cc1 (stereo not given)	-0.6	-1	1	0.1	2	0	-2	3	0
60	O=C(Nc1ccc(F)cc1F)c1ccc(-n2cncn2)nc1	2.9	0	2	-0.1	3	0	3	0	3

Further compounds follow.
item	Compound	MEX-5 binding	MCL1-BIM inh	PME-1 primary	Efflux pump inh	Fam108B inh	GRK2 inh	GLD-1 TGE inh	VLA-4 inh	Bcl-xL primary
61	CCn1c(=O)cc(C(F)(F)F)[nH]c1=S	-0.7	-11	-3	-0.1	-1	3	5	11	-6
62	Cc1ccc(NC(=O)C(=O)Nc2ccc(C)cn2)nc1	0.5	-3	1	0.1	-3	0	-2	-3	7
63	COCCNC(=O)CN(c1cccc(OC)c1)S(=O)(=O)c1ccc(C)cc1	-0.3	8	3	-0.2	-1	1	3	-1	4
64	O=c1[nH]nc(SCc2nnc(-c3ccc([N+](=O)[O-])cc3)o2)n1C1CCCCC1	-1.9	5	-2	0.1	-2	1	3	24	7
65	CCCCCC1CC(CC/C(C)=N/NC(N)=O)C(=O)O1 (stereo not given)	-1.9	-2	-7	0.0	4	1	5	0	1
66	COC(=O)Cn1cnc2c(nnn2Cc2ccc(Cl)cc2)c1=O	1.1	7	7	0.0	0	2	-2	2	4
